MgcRacGAP inhibition: MgcRacGAP GTPase-activating activity inhibitors, confirmation, biochemical, ADP Hunter fluorescence. MgcRacGAP-stimulated Rac1 GTP hydrolysis, ADP Hunter fluorescence; higher % means a stronger effect; GST-tagged Rac1 F28L mutant substrate. inhibition, % at 30 µM, or IC50 in µM where a hit was titrated. actives 0.6% (n = 340,000). AID 624330;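 active = first-screen hits whose inhibition reached a set limit at any dose in the follow-up dose series; inconclusive = inhibition above the set first-screen limit but never retested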;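 also: fluorescence reports GDP produced by GAP-driven GTP hydrolysis; strong numbers were not always called active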
SV40 large T antigen: TAg ATPase/helicase activity blockers – biochemical (AID 1903); SV40 large T antigen ATPase/helicase inhibition assay; higher % means a stronger effect; inhibition, % at 20 µM, or IC50 in µM where a hit was titrated; actives 0.39% (n = 310,000); in the data active = a potency from the dose series; inconclusive = inhibition mostly from about 32% at the one dose, without a potency; inactive = the rest, 99 in 100 with inhibition below about 32%; also: strong numbers were not always called active
NOD2 inhibition: inhibition of NOD2-driven NF-kB reporter – cell-based, luminescence, uHTS, HEK293 (AID 1566); HEK293 NOD2/NF-kB luciferase reporter, luminescence; higher % means a stronger effect; inhibition, % at 4 µM, or EC50 in µM where a hit was titrated; actives 0.63% (n = 290,000); also: many of its hits are not listed in these tables
KOR beta-arrestin-1: kappa opioid receptor activators – cell-based, luminescence, uHTS, primary screen (AID 1777). KOR beta-arrestin recruitment, luminescence; higher % means a stronger effect. activation, % at 10 µM, or EC50 in µM where a hit was titrated. actives 0.02% (n = 280,000); in the data active = activation above about 50%, passing the limit was not always enough; also: a part of the inactive calls stands beside numbers as strong as those of hits
NOD1 NF-kB reporter: NOD1 signaling inhibitors, primary screen, cell-based, luminescence, uHTS (AID 1578) | inhibition, % at 4 µM, or EC50 in µM where a hit was titrated | NOD1-driven NF-kB luciferase reporter cells, luminescence; higher % means a stronger effect | actives 1% (n = 290,000); in the data active = inhibition mostly above about 36%, no sharp cut-off; inactive = mostly below about 34%;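 also: HEK-293T reporter cells stimulated with the NOD1 agonist gamma-tri-DAP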
KOR beta-arrestin-2: kappa opioid receptor blockers – cell-based, luminescence, uHTS (AID 1778); KOR beta-arrestin recruitment, luminescence, antagonist mode; higher % means a stronger effect; one-dose inhibition, % at 10 µM; IC50 in µM for titrated hits; actives 0.091% (n = 290,000); also: strong numbers were not always called active
GPR55 beta-arrestin: selective activators of receptor GPR55 – imaging, U2OS cells, beta-arrestin-GFP redistribution, primary screen (AID 1961) | U2OS GPR55 beta-arrestin-GFP redistribution imaging; higher % means a stronger effect | actives 0.048% (n = 290,000) | activation, % at 10 µM, or EC50 in µM where a hit was titrated;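 active = activation above 40% with more than 50 cells counted in the well; inconclusive = wells holding fewer than 50 cells, flagged as toxic or sparse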;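 also: U2OS osteosarcoma cells stably expressing GPR55 and beta-arrestin-GFP; plate controls were DMSO negative control for no effect and LPI positive control for full effect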
GPR55 LPI antagonism: GPR55 antagonists blocking LPI-driven arrestin recruitment, primary screen, imaging, U2OS, beta-arrestin-GFP, LPI agonist (AID 2013). inhibition, % at 10 µM; hits with a dose series show IC50 in µM. U2OS GPR55 beta-arrestin-GFP translocation imaging, LPI antagonism; higher % means a stronger effect. actives 0.13% (n = 290,000);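 active = spots per cell inhibited over 60%, with over 100 cells counted and total cytoplasm intensity under 500,000; inconclusive = wells with under 100 cells, flagged as likely toxic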;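 also: U2OS cells stably carrying GPR55 and arrestin-GFP stimulated by 5 µM LPI near EC80; imaged beta-arrestin-GFP aggregate spots per cell after agonist stimulation; plate controls were LPI-stimulated DMSO wells for no effect and DMSO wells without LPI for full effect; some results filed as inactive read as strong as hits; confirmed hits need IC50 under 10 µM and bright autofluorescent wells are also inconclusive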
HIV peptide binding: inhibitors of HIV fusion peptide binding, primary screen, biochemical, uHTS, fluorescence dequenching (AID 1986). actives 0.3% (n = 290,000). inhibition, % at 20 µM; hits with a dose series show IC50 in µM. cell-free peptide binding, fluorescence dequenching, 30 min; higher % means a stronger effect; in the data active = inhibition mostly above about 52%, no sharp cut-off; inactive = mostly below about 76%; also: some results filed as inactive read as strong as hits
The depositor's hits bear a star; u = inconclusive; x = no result given; [ ] = remark or other dose. Rule as the data show it, unless noted: active = inhibition above about 50%; inactive = the rest. Not all compounds are listed. The share of hits here may be higher or lower than overall.

SMILES	MgcRacGAP inhibition	SV40 large T antigen	NOD2 inhibition	KOR beta-arrestin-1	NOD1 NF-kB reporter	KOR beta-arrestin-2	GPR55 beta-arrestin	GPR55 LPI antagonism	HIV peptide binding
CC1=NN(C(N)=S)C(=O)C1N=Nc1c(Cl)cc([N+](=O)[O-])cc1Cl (stereo not drawn)	15%	24%	-38%	-5.0%	-37%	22%[20 µM]	-0.2%	10%	10%
COc1ccc(-c2ccnc(-c3ccc(OCCCF)cc3)n2)cc1	5%	2%	13%	-1.4%	-22%	25%	-0.2%	-7%	-0.9%
O=C(Cn1nc2ccccc2n1)N/N=C/c1cc([N+](=O)[O-])ccc1O	10%	6%	-3%	-2.8%	-23%	7%	0.3%	-2%	13%
Cc1cc(C(=S)N2CCOCC2)c(C)n1-c1ccc(F)cc1	2%	9%	-16%	-1.8%	-7%	-54%[20 µM]	0.0%	-15%	-0.7%
CCCn1c(=O)c(C(=O)NCc2ccncc2)c(O)c2ccccc21	12%	3%	16%	1.0%	2%	-15%	-0.3%	4%	1.0%
COC(=O)c1c(NC(=O)CN2CCC3(O)CCCCC3C2c2ccc(OC)cc2OC)sc(C)c1C (stereo not drawn)	16%	-1%	-8%	7.2%	-8%	30%	-0.2%	-18%	30%
Cc1ccc(S(=O)(=O)Nc2ccccc2)cc1C(=O)N1CCCC1	5%	0%	-12%	4.8%	-14%	-9%	-0.1%	-5%	0.4%
Cc1cc(N2C(=O)CC(Cc3ccc(Cl)cc3)C2=O)no1 (stereo not drawn)	7%	6%	14%	0.1%	12%	1%	0.2%	11%	-2.8%
O=C(NCCc1c[nH]c2ccccc12)c1ccc(-n2cnnn2)cc1	-10%	3%	-18%	4.8%	8%	-12%	-2.3%	8%	-0.9%
COC(=O)C(C)Oc1ccc2c3c(c(=O)oc2c1)CCCCC3 (stereo not drawn)	3%	12%	0%	1.2%	-6%	4%	-0.1%	3%	-1.6%
COc1ccc(CC(=O)OCC(=O)Nc2ccc3c(c2)OCO3)cc1OC	4%	2%	-1%	-0.4%	-10%	14%	-0.7%	3%	-1.6%
CCN(CC)Cc1c(O)ccc2c([N+](=O)[O-])c(C)n(-c3ccc(OC)cc3)c12	8%	-2%	8%	2.3%	-6%	-1%	-0.3%	6%	0.9%

Rewritten comma-delimited: entries from further up.
structure,MgcRacGAP inhibition,SV40 large T antigen,NOD2 inhibition,KOR beta-arrestin-1,NOD1 NF-kB reporter,KOR beta-arrestin-2,GPR55 beta-arrestin,GPR55 LPI antagonism,HIV peptide binding
O=C(NCCc1c[nH]c2ccccc12)c1ccc(-n2cnnn2)cc1,-10%,3%,-18%,4.8%,8%,-12%,-2.3%,8%,-0.9%
COc1ccc(-c2ccnc(-c3ccc(OCCCF)cc3)n2)cc1,5%,2%,13%,-1.4%,-22%,25%,-0.2%,-7%,-0.9%

Going on with the list:
SMILES	MgcRacGAP inhibition	SV40 large T antigen	NOD2 inhibition	KOR beta-arrestin-1	NOD1 NF-kB reporter	KOR beta-arrestin-2	GPR55 beta-arrestin	GPR55 LPI antagonism	HIV peptide binding
CCn1ncc(C2=NOC(C(=O)Nc3ccc4c(c3)OCO4)C2)c1C (stereo not drawn)	2%	0%	3%	3.4%	-8%	26%	-0.1%	-3%	-0.6%
COc1ccc(OCC(=O)Nc2ccc(N3CCOCC3)c(Cl)c2)cc1	4%	5%	15%	-4.5%	-7%	10%	-0.3%	17%	-2.8%
COC(=O)C1=C(C)NC(=O)NC1c1ccc2ccccc2c1 (stereo not drawn)	-9%	4%	12%	-4.5%	2%	-40%[20 µM]	-0.2%	3%	-0.5%
Cc1oc(-c2cccc(Cl)c2)nc1CS(=O)(=O)CC(=O)NCCCN1CCOCC1	6%	-2%	15%	-3.3%	5%	-30%[20 µM]	0.0%	8%	2.1%
CCCOc1cccc(C(=O)NC(=S)Nc2ccccc2)c1	12%	17%	8%	6.4%	-2%	18%	0.4%	16%	-1.6%
COc1ccc2[nH]c3c(NCCN4CCCCC4)ncnc3c2c1	25%	10%	-14%	3.5%	18%	-22%	-0.2%	3%	-3.4%
CSc1nc2c(c(=O)[nH]1)C(c1cccc(Cl)c1Cl)CC(=O)N2 (stereo not drawn)	x	8%	14%	-2.0%	-29%	13%	0.2%	8%	-1.2%
COc1cc(S(=O)(=O)N(C)C)ccc1F	6%	-1%	-14%	-1.8%	-22%	-35%	-0.2%	-2%	-0.2%
COc1ccc2c(c1)c1ncn(CCN3CCCCC3)c(=O)c1n2C	16%	11%	-9%	-6.8%	16%	-29%	-0.1%	2%	-2.1%
C=C1c2ccccc2S(=O)(=O)N(Cc2ccccc2)C1COCc1ccccc1 (stereo not drawn)	14%	14%	-9%	8.4%	2%	-2%	0.3%	-8%	1.7%
O=C(Nc1ccc(F)cc1Cl)C1CCN(C(=O)Nc2ccccc2)CC1	7%	26%	-6%	3.6%	-22%	-7%	-0.1%	17%	96%
COc1ccc(OCc2cc(C(=O)NC(C)Cc3ccccn3)no2)c(Cl)c1 (stereo not drawn)	9%	4%	2%	6.8%	-27%	-16%	0.6%	2%	-0.4%
Cc1ccn2c(c1)nc(=O)c1cc(S(=O)(=O)N3CCCCC3)ccc12	1%	8%	-1%	0.9%	2%	-47%	-0.1%	-10%	-0.1%
COc1ccc(C(=O)N2CCN(C(=O)c3ccncc3)CC2)cc1	1%	-2%	19%	8.4%	12%	-3%	-0.1%	26%	-0.3%
O=C(NCCCCc1ccccc1)C12CN(Cc3ccccc3)CC1C(c1ccc([N+](=O)[O-])cc1)=NO2 (stereo not drawn)	-2%	7%	8%	-1.1%	13%	-18%	0.9%	1%	0.3%
CCCn1c(C(C)Nc2nc(-c3cccc(Br)c3)cs2)nc2ccccc21 (stereo not drawn)	4%	10%	-1%	-4.4%	-10%	-7%[20 µM]	0.0%	-1%	3.0%
Cc1cccc(C)c1OCC(=O)N/N=C/c1ccncc1	-2%	7%	10%	6.5%	-23%	13%	-0.2%	1%	-0.1%
COc1cc2c(cc1OC)CN(C(=O)COc1ccccc1[N+](=O)[O-])CC2	6%	-4%	4%	12%	45%	-45%	0.2%	-1%	-0.9%
Cc1cc[n+](-c2[nH]c(=O)sc2/C=N/NC([S-])=Nc2ccccc2)cc1	15%	u	29%	-2.5%	-3%	10%	0.1%	14%	84%
O=C(NC1CCN(S(=O)(=O)c2ccccc2)CC1)c1cccc(F)c1	2%	-3%	-3%	4.0%	-28%	-16%	0.2%	-8%	-0.5%
O=C(NN=C1CCCCC1)c1cc(-c2ccccc2)n[nH]1	8%	10%	8%	1.2%	-36%	1%	-0.1%	2%	1.9%
Cc1ccc(NC(=O)OCc2cncs2)cc1	6%	6%	-31%	-1.0%	-27%	-30%[20 µM]	-0.1%	-1%	0.4%
CCCN1Cc2cccc(C(=O)Nc3ccc(CC)cc3)c2C1=O	5%	7%	19%	-3.3%	-30%	6%	0.1%	8%	-2.7%
CCN(CC(=O)NCc1cccs1)c1nnnn1-c1ccccc1	7%	0%	10%	-2.4%	-28%	13%	-0.2%	7%	-0.5%
CCC(NC(=O)Cc1c(C)c2c(cc(C)c3c(C)c(C)oc32)oc1=O)C(=O)O (stereo not drawn)	6%	10%	1%	-4.5%	-10%	-18%	0.5%	11%	0.4%
CCCc1[nH]nc2c1C(c1ccc(Br)s1)C(C#N)=C(N)O2 (stereo not drawn)	12%	19%	3%	-8.8%	-8%	13%	-0.1%	-2%	2.5%
O=C(Nc1ccccc1)c1cc(S(=O)(=O)Nc2cccnc2)ccc1Cl	6%	20%	-12%	5.0%	-21%	3%	0.0%	5%	0.4%
O=C(Cc1ccc(Br)cc1)Nc1ccc(Cl)cc1	8%	6%	-34%	5.5%	-15%	-10%	-0.3%	-2%	2.7%
CCCN1C(=O)/C(=C2/C=Cc3ccccc3N2CC)SC1=S	10%	22%	5%	-10%	-32%	10%	-0.4%	-4%	-3.6%
Cc1cc(F)ccc1NS(=O)(=O)c1cccc2nsnc12	0%	2%	9%	7.2%	11%	-40%[20 µM]	-0.1%	20%	-0.2%
C1CCN(Cc2nnnn2C2CCCC2)CC1	5%	1%	16%	-5.4%	-5%	-4%	0.1%	5%	-0.3%
CCOC(=O)C1=NN(C(=O)c2ccc(C)cc2)C(O)(c2ccc(Cl)cc2)C1 (stereo not drawn)	5%	-3%	6%	1.4%	9%	-37%	0.2%	15%	0.9%
O=C(Nc1nc2ccc(F)cc2s1)c1cccc(S(=O)(=O)N2CCc3ccccc32)c1	6%	23%	14%	14%	27%	-32%	0.4%	0%	5.6%
CCc1c(C(=O)Nc2ccccc2C(N)=O)csc1C	-6%	3%	-12%	1.4%	-39%	-4%	-0.1%	-6%	1.1%
N#Cc1ccc(OC(=O)c2cnccn2)cc1	6%	5%	-12%	3.5%	-2%	-31%	0.3%	1%	-0.2%
CCCN1CCN(C(=O)C2CCCN(c3ncnc4c3nc3n4CCCCC3)C2)CC1 (stereo not drawn)	7%	6%	27%	-9.8%	8%	8%	-0.2%	-5%	-1.2%
Cc1ccc(Sc2ncccc2C(=O)NCc2cc([N+](=O)[O-])ccc2O)c(C)c1	8%	24%	8%	18%	-13%	-26%	0.0%	-2%	2.7%
COCCn1c(C(C)C)nc2oc3ccccc3c(=O)c2c1=O	-2%	4%	14%	1.9%	1%	-25%	-0.3%	-4%	-0.3%
CCOc1ccc(-n2c(-c3ccc(OC)cc3)c[n+]3c2CCCCC3)cc1	10%	-3%	48%	4.9%	45%	-20%	0.1%	-1%	0.2%
Oc1ccc2cccnc2c1	20%	1%	5%	-2.6%	-16%	17%	0.1%	4%	4.4%
CN(C1=NC(=O)C(CC(=O)Nc2ccc(Br)cc2)S1)c1ccc(O)cc1 (stereo not drawn)	7%	13%	-17%	13%	-43%	24%	-0.1%	-5%	1.6%
CN(Cc1ccc(C(F)(F)F)cc1)C(=O)c1ccc(Oc2ccccc2)cc1	-1%	7%	13%	-3.7%	3%	5%	0.0%	-1%	-0.1%
CCOC(=O)c1c(-c2ccc(C)cc2)csc1NC(=O)C1CC=CCC1C(=O)O (stereo not drawn)	0%	9%	16%	3.8%	1%	-12%	-0.1%	x	18%
OC(COc1c(F)cc(Br)cc1F)CN1CCOCC1 (stereo not drawn)	8%	3%	-17%	4.9%	-13%	-19%	0.9%	0%	0.6%
O=C(OCCC1Oc2cccnc2NC1=O)c1ccc(F)cc1 (stereo not drawn)	1%	3%	11%	-2.1%	-33%	9%	0.1%	2%	0.3%
CN(C)c1nc(N)nc(CSc2nnnn2C)n1	8%	4%	-8%	3.1%	x	-26%	0.2%	18%	2.7%
Cc1cc2c(c(=O)n1CCN(C)C)C(c1ccc(Cl)cc1)C(C#N)=C(N)O2 (stereo not drawn)	10%	4%	7%	-0.4%	-18%	42%	-0.1%	-9%	-1.4%
Cn1c(NC(=O)/C=C/c2ccccc2)cc(=O)n(C)c1=O	6%	18%	-27%	-0.3%	9%	-16%	0.1%	3%	1.0%

Compound activity deposited in PubChem BioAssay by several laboratories.
